Source: PubChem (National Center for Advancing Translational Sciences (NCATS))
IkB sig inh: suppresses IkB signaling in ABC-DLBCL reporter cells; ABC-DLBCL IkBa-CBG/CBR dual luciferase ratio, 4 h; response scale: scaled: untreated 0%, proteasome inhibitor 100%; Potency, µM (top dose mostly 57.1 µM), without a hit: at the top dose IkBa stabilization activation; 0.04% of 110,000 active; AID 445; active = well fitted curve in the direction sought with a large enough effect in the signal ratio, not every such curve was filed as active; inconclusive = small, poorly fitted or top-dose-only effect, or a change in a side signal; the % refers to the signal ratio;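 note: the direction sought is a rising ratio; 0% = basal untreated cells and 100% = reference inhibitor full response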
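In this assay, an IκBα–CBG68 fusion accumulates when IKK-driven degradation is blocked; native CBR normalizes for cell number. OCI-Ly3 cells were treated 4 h with compound and doxycycline, then green and red light read after Chroma-Glo addition.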
Peg3 imprint: inducers of genomic imprint erasure in mouse ES cells; mouse ES Peg3-LacZ reporter, beta-gal luminescence, 40 h; AID 1948; Potency, µM (top dose mostly 60.7 µM), for inactives: at the highest dose activity change, positive = activation, usual class: activators; 0.02% of 110,000 active;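 note: 0% = negative control wells on the plate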
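Imprint erasure is scored as LacZ activity from the silenced maternal Peg3 allele in feeder-free female ES cells cultured 40 h with LIF. Luminescence is normalized to in-plate negative controls and fitted to the Hill equation.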
p53ts 39C kill: p53ts cell cytotoxicity, nonpermissive temperature. H1299-p53A138V viability at 39C, ATP luminescence, 24 h. Potency, µM (highest dose often 46.1 µM), without a hit: top-dose activity change, negative = cell killing, actives largely listed as cytotoxic. 1.5% of 130,000 active; note: nearly all actives have a fitted effect of over 55% in size
p53ts 32C tox: p53ts cell cytotoxicity, permissive temperature; H1299-p53A138V at 32C, ATP luminescence viability, 24 h; Potency, µM (series often up to 46.1 µM), for the others: at the top dose activity change, negative = cytotoxicity, hits mostly cytotoxic; 0.93% of 130,000 active;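 note: 0% = DMSO and -100% = full killing by reference compound; nearly all actives have a fitted effect of over 55% in size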
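ATP-content luminescence (ATPlite) read-out after 24 h compound exposure at 32C in H1299-p53A138V cells (600/well). Tested up to 46 uM. Normalized to DMSO (0%) and 100 uM tamoxifen (100% killing); Hill-fit AC50.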
Active calls of the source: *; ? = inconclusive; . = not tested or not shown; & = joins results of further samples; [ ] = dose if it differs, or a comment. Unless noted, calls come from the whole dose curve; as a rule, active = well fitted curve in the direction sought with a large enough effect; inconclusive = small, poorly fitted or top-dose-only effect, or another doubt; inactive = no such curve, though single readings can be large; an effect the other way counts as inactive or inconclusive. Unless noted, % is set by controls: 0 for no effect and ±100 for the full control effect; potency is the fitted concentration of half-maximal effect.

SMILES	IkB sig inh	Peg3 imprint	p53ts 39C kill	p53ts 32C tox
CC(C)CCn1c(=O)c2sccc2n2c(CCCC(=O)NC(C)C)nnc12	3.5%	7%[10.9 µM]	9%	-3%
CN(C)c1ncc2nc(CCc3ccccc3)c(=O)n(CCC#N)c2n1	-2.7%[11.4 µM]	?	-9%	3%
Cc1nnc(SCC(=O)Nc2ccc(N(C)C)cc2)[nH]c1=O	0.6%	6%[10.9 µM]	19%	-3%
O=C1c2ccccc2C(=O)N1CCCc1nc(-c2ccccn2)no1	?	2%	13%	-9%
CCCS(=O)(=O)N1CCCC(C(=O)NCCc2ccc(Cl)cc2)C1 (stereo unspecified)	1.0%	-10%	-2%	1%
Cc1cc(=O)oc2cc(O[C@@H]3O[C@H](C(=O)O)[C@@H](O)[C@H](O)[C@H]3O)ccc12	.	-1%	0%	3%
COc1cc(/C=C/C(=O)O)ccc1O	.	-1%	3%	8%
COc1ccccc1C1CC(c2ccc(Cl)cc2)Nc2ncnn21 (stereo unspecified)	2.4%	-18%	2%	-4%
CCn1c(SCC(=O)Nc2nccs2)nnc1-c1ccc(C)cc1	2.7%	-10%	5%	5%
CC(NC(=O)c1ccccc1NC(=O)c1ccco1)c1ccccc1 (stereo unspecified)	1.3%	-10%	-7%	-6%
CCc1ccccc1NC(=O)Nc1cc(C(=O)NCc2cccc(F)c2)ccc1N1CCCC1	1.3%	-15%[10.9 µM]	-27%	-13%
OC1(c2cccnc2)CCN(Cc2nnnn2C2CCCCC2)CC1	0.6%	-2%	7%	-10%
O=C(NCc1ccccn1)c1ccc(COc2ccc(Cl)cc2)o1	?	5%	3%	-9%
COc1cc(NC(=O)COc2ccc(F)cc2)nc(OC)n1	0.1%	-11%	21%	11%
Cc1cc(C)c2c(n1)nn1c(NCCCN(C)C)cc(C)nc21	-1.6%	-9%	-7%	2%
CC1=NN(c2ccc(C(=O)OC(C)C)cc2)C(=O)/C1=C\C=C\c1ccco1	.	.	1%	3%
Nc1n[nH]c(-c2ccc(Br)cc2)c1Cl	-0.6%	-6%	?	-6%
Cc1ccc(CN2C(=O)c3ccccc3Sc3ccc(C(=O)NCc4ccco4)cc32)cc1	?	-11%[10.9 µM]	-13%	14%
COc1ccc2cc(CN(CC3COCCO3)S(=O)(=O)c3ccc(Cl)cc3)c(=O)[nH]c2c1 (stereo unspecified)	-3.8%	-1%	-15%	-10%
NC(=O)c1nsc(C(=O)N(CC(=O)NCc2ccc3c(c2)OCO3)C2CCCC2)c1N	-0.3%	5%	5%	-2%
COc1ccc(C)cc1Nc1cc(C)nc(C)n1	0.8%	6%[10.9 µM]	16%	1%
CCOC(=O)c1c(C)[nH]c(CCC(=O)Nc2ccccc2C(F)(F)F)c1C	-2.5%	1%[10.9 µM]	-17%	-1%
O=C(O)c1cc(-c2ccc(C(F)(F)F)cc2)nc2n[nH]c(-c3ccccc3)c12	0.0%	-8%[10.9 µM]	10µM*	?
COc1ccc(C2c3c(n(C)c4ccccc34)C(=O)N2CC(=O)Nc2cccc(Cl)c2C)cc1 (stereo unspecified)	0.0%	-8%[10.9 µM]	-17%	10%
COc1ccc(C(=O)NCC(c2ccc3c(c2)OCO3)N2CCN(c3ccccc3F)CC2)cc1 (stereo unspecified)	-3.4%	-10%[10.9 µM]	-17%	0%

Next part, overlapping the part above by five compounds.
SMILES	IkB sig inh	Peg3 imprint	p53ts 39C kill	p53ts 32C tox
COc1ccc(C)cc1Nc1cc(C)nc(C)n1	0.8%	6%[10.9 µM]	16%	1%
CCOC(=O)c1c(C)[nH]c(CCC(=O)Nc2ccccc2C(F)(F)F)c1C	-2.5%	1%[10.9 µM]	-17%	-1%
O=C(O)c1cc(-c2ccc(C(F)(F)F)cc2)nc2n[nH]c(-c3ccccc3)c12	0.0%	-8%[10.9 µM]	10µM*	?
COc1ccc(C2c3c(n(C)c4ccccc34)C(=O)N2CC(=O)Nc2cccc(Cl)c2C)cc1 (stereo unspecified)	0.0%	-8%[10.9 µM]	-17%	10%
COc1ccc(C(=O)NCC(c2ccc3c(c2)OCO3)N2CCN(c3ccccc3F)CC2)cc1 (stereo unspecified)	-3.4%	-10%[10.9 µM]	-17%	0%
COc1ccc(/C=C/c2nc(C#N)c(N3CCC(C)CC3)o2)cc1OC	?	-14%[10.9 µM]	-15%	1%
Cc1ccc(Nc2c(-c3cc(Br)ccc3F)nc3cc(C)ccn23)cc1	?	-10%[10.9 µM]	-9%	5%
O=C(O)C1CC2(C1)CC(C(=O)O)C2 (stereo unspecified)	1.4%[11.4 µM]	-3%[10.9 µM]	1%[9.22 µM]	-3%[9.22 µM]
CCOc1ccc(-n2c(=O)c3c(C)c(C)sc3n(Cc3ccc(C(C)(C)C)cc3)c2=O)cc1	-0.3%	-9%[10.9 µM]	-17%	-3%
O=C(O)CCCN=C1NC2(CCCC2)Cc2ccccc21	.	.	19%	6%
CCC(=O)N(Cc1cc2cc(OC)ccc2[nH]c1=O)c1cc(C)ccc1C	2.7%	-9%	-4%	-3%
COc1cccc(CNCCCSc2nnnn2C)c1	0.7%	-7%[10.9 µM]	-7%	-3%
CC(=O)c1cc(-c2ccc(F)cc2)n(CCC(=O)Nc2cc(C)[nH]n2)c1C	-0.9%	-5%	-8%	1%
CC1CCN(S(=O)(=O)c2ccc3[nH]cc(C(=O)NCc4ccc(F)cc4)c(=O)c3c2)CC1	0.2%	-9%[10.9 µM]	-4%	3%
COc1ccc(C(=O)N2CCC(C(=O)NCc3ccccn3)CC2)cc1	-0.9%	-1%	3%	16%
O=C1N/C(=C\c2ccccc2)c2ccccc21	-0.6%	-23%	3%	-20%
Cc1occc1C(=O)Nc1ccc(S(=O)(=O)N2CCCC2)cc1	-0.1%	-55%[inhibitor]	-5%	-3%
CC(CN1c2ccccc2Sc2ccccc21)N(C)C (stereo unspecified)	.	-25%&-21%	-9%	-1%
CCOC(=O)c1c(NC(=O)CNCCOC)sc2c1CCCC2	.	.	2%	-7%
COCC(C)n1c(SCC(=O)NC(=O)Nc2ccc3c(c2)OCCO3)nc2ccccc2c1=O (stereo unspecified)	-1.3%	-25%	-12%	4%
COc1ccc(C2C(C(N)=O)=C(C)Nc3nc(CCCO)nn32)cc1 (stereo unspecified)	1.6%	-16%[10.9 µM]	19%	-7%
COCCCn1c(=O)c2sccc2n2c(CCCC(=O)Nc3cccc(C(F)(F)F)c3)nnc12	-1.1%	-16%[10.9 µM]	-7%	-4%
COc1ccccc1N1C(=O)N(CC(=O)C(C)(C)C)c2ccccc2S1(=O)=O	-1.2%	-12%[10.9 µM]	-7%	6%
CCn1c(Cc2c(C)[nH]c3ccccc23)n[nH]c1=S	2.2%	-8%	24%	-4%
CCOC(=O)c1ccc(NC(=O)C2=C(C)Nc3nc(SCc4ccc(Cl)cc4)nn3C2c2ccc(OC)cc2)cc1 (stereo unspecified)	-1.4%	-11%[10.9 µM]	1%	7%
COC(=O)Cn1c(CN2CCN(c3ccc(OC)cc3)CC2)nc2c1c(=O)[nH]c(=O)n2C	-0.2%	-6%[10.9 µM]	-5%	4%
Cc1cc(Nc2cc(F)ccc2C)n2ncnc2n1	-0.8%	-6%	-3%	3%
CCOC(=O)C1(CC)CC(CSc2nc3ccccc3[nH]2)OC1=O (stereo unspecified)	4.6%	.	2%	3%
COc1cc(/C=N\n2nnnc2N)ccc1OCc1ccc(F)cc1	-0.1%	-16%	-24%	-8%
Cc1ccc2c(c1)c1c(c(=O)n(-c3ccccc3C)c(=O)n1Cc1cccc(F)c1)n2C	-1.6%	-16%[10.9 µM]	-12%	?

Among those listed so far, two contain a cyano group:
SMILES	IkB sig inh	Peg3 imprint	p53ts 39C kill	p53ts 32C tox
CN(C)c1ncc2nc(CCc3ccccc3)c(=O)n(CCC#N)c2n1	-2.7%[11.4 µM]	?	-9%	3%
COc1ccc(/C=C/c2nc(C#N)c(N3CCC(C)CC3)o2)cc1OC	?	-14%[10.9 µM]	-15%	1%

Other results follow:
SMILES	IkB sig inh	Peg3 imprint	p53ts 39C kill	p53ts 32C tox
CCc1ccccc1NC(=O)CN1C(=O)C2CCCN2c2ccc(S(=O)(=O)N(CC)CC)cc21 (stereo unspecified)	?	-10%[10.9 µM]	-12%	10%
Brc1c(OCCOCCn2cncn2)ccc2ccccc12	?	-24%	0%	6%
COc1cc(NC(=O)Cn2c(-c3cncs3)nc3ccccc32)cc(OC)c1OC	8.1%	-10%	-9%	-13%
Cc1ccccc1-c1nc(SCC(=O)N(C)c2ccccc2)c2c(=O)n(C)c(=O)n(C)c2n1	?	-11%[10.9 µM]	31%[activator]	20%
COc1ccccc1N(CN1CCCC1=O)C(=O)c1ccccc1F	4.2%	-2%	11%	4%
Cc1ccc(C)c(-n2c(SCC(=O)Nc3nonc3C)nnc2-c2ccoc2C)c1	-0.2%	-4%	-3%	2%
N=C(N)c1ccc(N=Nc2c(O)ccc3c2[nH]c2ccccc23)cc1	-1.5%[11.4 µM]	6%[10.9 µM]	-3%[9.22 µM]	-1%[9.22 µM]
Cc1ccc(OCC(=O)N(Cc2ccc(N(C)C)cc2)C2CCS(=O)(=O)C2)cc1 (stereo unspecified)	5.1%	-3%	4%	3%
COc1ccc(CCNC(=O)C(=O)Nc2ccc(C)c(C)c2)cc1OC	0.9%	-14%[10.9 µM]	-11%	6%
CCOC(=O)c1c(/N=C/c2ccc(C)cc2O)sc2c1CCC2	.	.	-12%	?
O=C(c1ccccc1)N1CCN(CC2CC=CCC2)CC1 (stereo unspecified)	-0.7%	-11%	-12%	-4%
NS(=O)(=O)c1ccc(N=Nc2ccc[nH]c2=O)cc1	-0.3%[11.4 µM]	-9%[10.9 µM]	-22%[9.22 µM]	-5%[9.22 µM]
C/C(CCN1CCCCc2nc(C)c(C)cc21)=N\O[C@@H](C)CN1CCCc2nc(C)c(C)cc21	.	.	3%[9.22 µM]	2%[9.22 µM]
COn1c(=O)c(-c2ccc(Cl)cc2)[n+]([O-])c2ccccc21	0.3%	-15%	-2%	4%
Cc1cc(=O)oc2cc3c(cc12)OCCN3	0.4%	-8%	0%	5%
COC(=O)c1ccc(OC)c(CN2C(=O)N(c3ccc(C(C)=O)cc3)S(=O)(=O)c3ccccc32)c1	-0.6%	-13%[10.9 µM]	-8%	0%
CCOc1ccc(CNC(=O)c2ccc3c(c2)nc2n3CCOC2)cc1OC	-1.8%	23%[10.9 µM]	-6%	0%
Cc1nn(-c2ccc3nnc(C)n3n2)c(C)c1CCC(=O)Nc1ccc(OC(F)(F)F)cc1	2.3%	8%[10.9 µM]	-14%	-2%
COc1ccc(-c2ccc(=N)n(CCCC(=O)O)n2)cc1	0.0%	0%	-2%	-2%
O=C(c1cc2ccccc2cc1OCC(O)CN1CCCCC1)N1CCCCC1 (stereo unspecified)	-0.4%	-12%	-6%	0%
O=C(Nc1nccs1)C1CCN(S(=O)(=O)c2cccnc2)CC1	-2.8%	-2%	2%	0%
CCCc1cc(=O)[nH]c(SCC(=O)NC2CCCCC2)n1	0.7%	17%	12%	8%
CCCCOc1cccc(C2c3c(oc4ccccc4c3=O)C(=O)N2c2ccccn2)c1 (stereo unspecified)	-0.4%	-5%[10.9 µM]	15%	-5%
Cc1ncc(CO)c2c1OC(C)(C)OC2	1.3%	1%	1%	9%
CCC(=O)N1CCc2cc(CNS(=O)(=O)c3ccc(Cl)s3)ccc21	-0.3%	-9%[10.9 µM]	0%	-2%
The list continues:
SMILES	IkB sig inh	Peg3 imprint	p53ts 39C kill	p53ts 32C tox
CC(C)CCn1c(=S)[nH]c2ncccc2c1=O	-1.5%	-1%	-1%	10%
COc1ccc(-n2c(=O)c(CCc3ccccc3)nc3cnc(N(C)C)nc32)cc1	3.0%[11.4 µM]	.	-13%	-2%
CC(C)NC(=O)C1CCCN(S(C)(=O)=O)C1 (stereo unspecified)	1.1%	-13%	-5%	-3%
C=CCn1c(SCC(=O)Nc2ccc3c(c2)OCO3)nnc1-c1cc(Br)ccc1O	?	?	-3%	5%
CSc1nnc(Cn2c(=O)sc3ccccc32)n1-c1cccc(Cl)c1	4.7%	-3%	8%	22%
CN1CCN(CC(=O)N(C)c2nc(-c3ccccc3)cs2)CC1	0.5%	1%	6%	2%
Cc1cc(NC(=O)CSc2nc(C3CC3)nc3sc4c(c23)CCC(C)C4)no1 (stereo unspecified)	0.5%	1%	-7%	-9%
Cc1c(C(=O)NCc2cccnc2)oc2ccc(S(=O)(=O)N3CCCCCC3)cc12	?	-16%	-11%	-20%
N#Cc1ccc(NC(=O)COC(=O)C2=COCCO2)cc1	-0.2%	-1%	-7%	2%
